Screening data: PubChem, several laboratories
STAT1 inh: reduces IFN-gamma driven STAT1 reporter signal | inhibition, % at 5.5 µM | AID 920 | 200,000 compounds, 0.35% hits | NIH 3T3 STAT1-luciferase reporter, luminescence;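 active = inhibition above a set limit, the mean inhibition across all tested compounds plus 3 SD, cut at about 34% in these data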;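 also: 0% = IFN-gamma with DMSO and 100% = IFN-gamma with 300 µM nifuroxazide; values of inactives mirror those of a sister screen read the other way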
PPARg SRC-1 ag: agonists of human PPARgamma SRC-1 coactivator recruitment | activation, % at 8 µM | 200,000 compounds, 0.41% hits | AID 631 | P37231 | PPARgamma-SRC-1 coactivator recruitment biochemical assay; in the data active = activation above about 19%;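 also: 0% = DMSO and 100% = reference agonist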
bIAP act: intestinal alkaline phosphatase (bovine) activation | purified bovine IAP, CDP-star luminescence, 30 min; stronger effect = higher value; fold of DMSO-control signal, blank-subtracted | activation factor at 20 µM | 200,000 compounds, 0.17% hits | AID 1016;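 active = activation factor of 2 or more at 20 µM, a signal rise over negative controls twice the positive control's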
STAT3 act: increases IL-6 driven STAT3 reporter signal; AID 871; U3A cells, IL-6 STAT3-luciferase reporter, luminescence; 100% = signal with IL-6 EC80 alone; 190,000 compounds, 0.91% hits; activation (% of control), % at 5.6 µM;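 active = activation above the screen-wide mean of compound activation plus 3 SD, cut at about 130% in these data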;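 also: 0% = background luminescence of wells with medium and substrate only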
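Material: STAT3-luciferase reporter U3A cells. Controls: IL-6-treated wells, 100% activation. Read-out: % activation versus median of IL-6-stimulated wells. Probe or stimulus: IL-6 stimulus at 33 ng/mL final. Timing: compound 1 h, then IL-6 6 h at 37 °C. Signal: reporter luminescence signal.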
TR-FRET SRC-2 ct: flags TR-FRET format artefacts in PPARgamma SRC-2 recruitment agonist screen; TR-FRET artefact counter-screen; stronger effect = higher value; TR-FRET ratio at 8 µM; 200,000 compounds, 0.4% hits; AID 1049; in the data active = TR-FRET ratio above about 2000; also: inactives centre near 1500
bIAP inhibitor: intestinal alkaline phosphatase (bovine) inhibition. purified bovine IAP, CDP-star luminescence, 30 min. inhibition, % at 20 µM. 190,000 tested, under 10 active. AID 1019;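 active = over 50% inhibition of intestinal alkaline phosphatase at 20 µM in the single-dose screen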
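Incubation: 30 min reaction at room temperature / Material: purified bovine intestinal alkaline phosphatase (IAP) enzyme / Input: enzyme at 1/65,000,000 dilution / Dosing: 20 µM single dose / Signal: CDP-star luminescence signal / Reagent: CDP-star chemiluminescent phosphatase substrate, 30 µM final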
TNAP act hiacc: TNAP (human) activation, high acceptor; P05186; activation factor at 20 µM; AID 1136; purified TNAP, CDP-star luminescence, 1 M DEA, 30 min; stronger effect = higher value; 0 = EDTA background, 1 = DMSO-only activity; 200,000 tested, under 10 active;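 active = activation factor at least 2 at 20 µM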
Target sequence (P05186 whole entry, looked up): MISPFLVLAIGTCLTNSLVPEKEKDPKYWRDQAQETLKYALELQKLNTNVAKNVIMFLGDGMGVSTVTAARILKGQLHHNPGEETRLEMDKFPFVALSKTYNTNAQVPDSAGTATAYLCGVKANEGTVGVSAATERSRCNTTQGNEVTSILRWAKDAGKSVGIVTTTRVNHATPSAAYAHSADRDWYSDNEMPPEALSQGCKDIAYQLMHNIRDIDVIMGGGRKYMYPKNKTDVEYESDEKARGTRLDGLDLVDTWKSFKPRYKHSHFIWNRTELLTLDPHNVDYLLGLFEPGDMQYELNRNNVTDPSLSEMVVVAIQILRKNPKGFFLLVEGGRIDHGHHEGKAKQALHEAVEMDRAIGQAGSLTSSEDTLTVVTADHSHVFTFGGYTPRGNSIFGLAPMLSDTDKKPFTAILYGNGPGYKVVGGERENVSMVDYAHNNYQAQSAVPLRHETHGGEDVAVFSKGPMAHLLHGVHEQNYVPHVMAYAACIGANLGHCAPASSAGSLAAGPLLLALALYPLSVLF
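Dosing: 20 µM single point. System: human TNAP. Amount: TNAP 1/800 final. Incubation: 30 min, room temperature. Read-out: TNAP activation factor scaled between EDTA and DMSO control wells. Signal: luminescence from CDP-star hydrolysis. Medium: 1 M DEA, pH 9.8, Mg2+, Zn2+. Control set: EDTA negative control, DMSO positive control.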
PPARg SRC-2 ag: promotes SRC-2 coactivator recruitment by human PPARgamma; P37231; PPARgamma LBD-SRC-2 recruitment, biochemical; activation, % at 8 µM; 200,000 compounds, 0.34% hits; in the data active = activation above about 22%;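 also: 0% = vehicle and 100% = reference agonist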
STAT3 inh: inhibitors of IL-6 induced STAT3 signaling; 190,000 compounds, 0.89% hits; AID 862; inhibition, % at 5.5 µM; U3A cells, IL-6 STAT3-luciferase reporter, luminescence; host cell line lacks STAT1;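 active = inhibition above the mean inhibition across all screened compounds plus 3 SD, cut at about 44% in these data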;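 also: 0% = DMSO only wells and 100% = 100 µM nifuroxazide control wells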
ROMK mod: modulators of human ROMK potassium channel | P48048 | Tet-inducible ROMK, thallium flux fluorescence; actives lie on both sides | B-score at 10 µM | 130,000 compounds, 2% hits | AID 1918;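 active = signal ratio slope over the read window, or its plate-corrected B-score, at least 3 SD from the plate mean, either direction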;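 also: B-score of the F/F0 ratio slope over 7 to 12 s after thallium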
Target sequence (P48048 whole entry, looked up): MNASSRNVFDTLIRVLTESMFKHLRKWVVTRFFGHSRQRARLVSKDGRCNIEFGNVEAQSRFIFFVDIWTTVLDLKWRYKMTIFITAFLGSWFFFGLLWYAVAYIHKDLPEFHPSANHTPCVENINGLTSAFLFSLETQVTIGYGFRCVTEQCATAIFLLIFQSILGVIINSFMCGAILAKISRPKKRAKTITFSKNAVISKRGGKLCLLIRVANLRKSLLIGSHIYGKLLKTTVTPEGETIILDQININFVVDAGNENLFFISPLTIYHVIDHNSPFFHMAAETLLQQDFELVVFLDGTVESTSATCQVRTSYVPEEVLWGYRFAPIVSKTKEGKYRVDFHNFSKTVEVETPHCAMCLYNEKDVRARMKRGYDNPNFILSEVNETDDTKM
PPARg SRC-3 ag: agonists of human PPARgamma SRC-3 coactivator recruitment; biochemical PPARgamma/SRC-3 coactivator recruitment assay; activation, % at 8 µM; P37231; 200,000 compounds, 0.26% hits; AID 731; in the data active = activation above about 23%;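 also: 0% = DMSO and 100% = reference agonist; some compounds past the cut are filed as inactive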
* marks the source's active call; other numbers are inactive results; . = not tested or not shown; & = joins results of further samples.

Values run as follows: STAT1 inh	PPARg SRC-1 ag	bIAP act	STAT3 act	TR-FRET SRC-2 ct	bIAP inhibitor	TNAP act hiacc	PPARg SRC-2 ag	STAT3 inh	ROMK mod	PPARg SRC-3 ag
CCOC(=O)Nc1nn(-c2ccc(C)cc2)c(=O)c(C#N)c1C
 : -2.7	3.5	1	103.0	1517	-2.0	1.1	4.6	7.3	-0.406	-3.7
COc1cccc(OCCCN2CCN(S(=O)(=O)c3ccc(NC(C)=O)cc3)CC2)c1
 : 9.9	4.4	1.1	93.7	1491	-11.0	1	-0.5	4.8	-0.629	-2.7
Cc1ccc(NC(=O)CSc2nc(N)c(-c3ccccc3)c(=O)[nH]2)cc1Cl
 : 4.3	5.6	1.2	108.3	1564	-15.8	1	0.8	-3.1	-0.861	4.7
CS(=O)(=O)Nc1ccc(C(=O)N2CCc3ccccc3C2)cc1
 : -2.8	4.8	0.9	94.8	1491	9.5	1	0.4	10.3	1.24	-0.5
CCN(c1ccccc1)S(=O)(=O)c1ccc(Cl)c(NC(=O)CSc2ncn[nH]2)c1
 : -0.9	0.6	0.9	97.2	1720	6.6	1	5.8	5.6	-0.614	4.4
COc1ccc(N2CCN(C(c3nnnn3C3CCCC3)C(C)C)CC2)cc1 (centres undefined)
 : 1.7	-5.2	1.1	104.5	1610	-5.1	1.1	-8.5	-1.7	-0.361	0.8
COc1ccc(NC(=O)c2nc3nccc(C)n3n2)cn1
 : -5.1	-7.6	1	97.0	1395	0.9	1	6.9	10.2	-0.131	-4.8
CCn1ncc(C(=O)Nc2ccc(S(=O)(=O)N3CCCC3)cc2)c1C
 : -4.3	1.7	0.9	83.9	1575	5.1	1	-0.4	24.3	0.0934	-4.4
COc1cc2c(cc1OC)CN(C(C)C(=O)N1CCc3ccccc31)CC2 (centres undefined)
 : -5.6	-2.5	1	106.1	1336	-4.6	1	-5.2	-10.6	0.748	-11.5
COc1ccc2c(c1)c1nc3ccccc3nc1n2CC(=O)OC(C)C
 : -1.2	-4.7	1	92.2	1525	1.5	1	1.6	13.5	-0.35	2.2
CCCC(=O)N(Cc1cc2ccccc2[nH]c1=O)c1ccccc1OC
 : 4.0	-1.0	1	96.2	1579	1.8	1	3.0	11.6	-0.38	5.6
COCCCn1c(-c2ccc(OC)cc2)nc2nc3ccccc3nc21
 : -8.7	1.0	0.9	107.9	1444	7.7	1	-3.2	-2.0	0.64	0.4
Cc1cc(Br)ccc1OCCCCN1CCC(C)CC1
 : 3.0	-3.5	0.9	96.8	1514	13.0	1.1	-8.1	3.8	-1.16	0.5
COc1ccc(NC(=O)Cc2nnc(N)s2)cc1
 : -6.3	-0.7	1	94.6	1547	-4.2	1	-2.5	16.9	0.611	0.5
CC1CC(C)CN(C(=O)Cn2c(-c3nonc3N)nc3ccccc32)C1 (centres undefined)
 : 5.8	1.2	1.3	91.7	1672	-29.2	1	6.0	13.6	.	4.3
CCNC(=O)NC(=O)C(C)OC(=O)c1ccc(-n2nc(SC)sc2=S)cc1 (centres undefined)
 : -14.2	7.7	0.9	95.2	1596	5.1	1	9.7	10.5	.	7.2
COc1ccc(C2CC(C(F)(F)F)n3nc(C(=O)NCc4c(C)nn(C)c4C)c(Cl)c3N2)cc1 (centres undefined)
 : 28.4	9.9	1.2	80.3	1755	-22.2	1.1	9.3	27.9	.	4.4
COC(=O)C1=C(C)N(c2ccc(C)c(C)c2)/C(=C/c2cccs2)C1=O
 : -1.4	6.7	0.9	95.6	1686	11.7	0.9	-4.8	10.3	-0.0668	7.8
CCOC(=O)c1c(CN2CCCCC2)oc2ccc(OC)cc12
 : 9.5&5.2	3.8&4.2	1&1	102.9&100.8	1558&1506	3.0&-1.2	1&1	9.9&7.5	2.3&4.2	-0.109	4.6&18.2
CCc1cccc(C)c1NC(=O)COC(=O)c1c2c(nc3ccccc13)/C(=C\c1cccs1)CCC2
 : 4.3	5.3	1.1	98.1	1394	-9.9	1	1.2	5.0	.	2.5
Cc1cc(C)nc(N(C#N)S(=O)(=O)c2ccccc2)n1
 : 5.8	16.2	1	97.8	1495	1.4	1	0.7	7.3	.	3.3
N#Cc1c(NC(=O)C2CCCO2)sc2c1CCCCC2 (centres undefined)
 : -43.4	-0.4	1	112.1	1608	-0.1	1	-2.3	-6.9	0.911	-1.7
COc1ccc(C(c2nnnn2C2CCCCC2)N2CCN(C)CC2)c(OC)c1 (centres undefined)
 : -4.0	1.8	1.1	98.3	1654	-8.6	1	1.9	3.6	-0.739	3.5
COc1ccccc1C(=O)NN1C(=O)C2C3C=CC(O3)C2C1=O (centres undefined)
 : -0.9	7.0	1	118.3	1557	1.9	1.1	0.0	-14.3	.	-4.6
COc1ccccc1C1c2c(C)nn(-c3ccccc3)c2NC(=O)C1NC(=O)c1ccccc1 (centres undefined)
 : 4.7	-1.3	1.1	97.9	1444	-6.4	1.1	-6.9	2.5	-1.64	-2.2
CC(C)NC(=O)CSc1c2c(nc3ccccc13)CCCC2
 : 8.0	13.2	1	106.4	1606	1.3	1	8.1	-5.8	-1.01	5.9
CCOc1ccc(/C=C2/SC(=S)N(C(C(=O)O)c3ccccc3)C2=O)cc1OCC (centres undefined)
 : -1.3	1.6	1	94.6	1674	4.6	0.9	1.0	12.3	-0.71	6.0
COc1ccc(OC)c(NS(=O)(=O)c2ccc(Cl)nc2)c1
 : -2.1	6.5	1	95.7	1797	1.1	1	9.4	8.7	-0.201	-1.2
O=C(c1ccc2c(c1)OCO2)N1CCNc2ccccc2C1
 : -2.9	-7.5	1	93.8	1535	1.7	1	4.0	12.2	.	-3.1
Cn1c(SCC#N)nnc1-c1cnccn1
 : 9.2	0.0	0.9	94.8	1862	9.1	1	11.5	7.6	0.314	-1.8
COc1cc(N/C(=N/S(=O)(=O)c2ccccc2)c2ccccc2)ncn1
 : -10.1	0.1	1.3	109.5	1598	-25.7	1	11.6	-7.6	-0.192	-4.8
Oc1ccccc1-c1nc(NCC2CCCO2)c2ccccc2n1 (centres undefined)
 : -0.7	-5.7	0.8	129.6	1503	19.6	1	3.9	-32.3	.	-1.3
COc1cc(NC(=O)Cn2nnc(-c3ccccc3N)n2)cc(OC)c1
 : 1.0	6.8	0.9	90.8	1533	11.9	1.1	18.0	17.0	.	-5.1
COC(=O)c1ccc(NC(=O)C2CC(=O)N(c3cc(C)ccc3C)C2)cc1 (centres undefined)
 : 1.0	7.5	1.1	103.8	1512	-8.5	1	2.5	-0.4	.	8.0
CCn1c(C)cc(/C=C2\NC(=O)N(CC(=O)Nc3ccc(F)cc3)C2=O)c1C
 : 11.7	10.0	1.1	97.6	1533	-11.4	1	13.1	2.8	.	5.0
COc1ccc(S(=O)(=O)N(NC2=NS(=O)(=O)c3ccccc32)C(=O)C(C)C)cc1
 : -9.4	1.4	1	106.4	1611	-1.9	1	8.7	1.3	0.753	1.8
O=C(COC(=O)c1ccncc1)Nc1cccc(Cl)c1
 : -5.3	-1.3	1	106.8	1539	-4.8	1	8.2	-3.5	.	-8.7
O=C(CCCNS(=O)(=O)c1cccc2nsnc12)NCc1ccccc1
 : -0.3	-0.4	1	98.8	1388	4.4	1	-5.0	4.1	-0.166	-0.4
Cc1cc(NC(=O)CN2C(=O)NC(C)(c3ccccc3)C2=O)no1 (centres undefined)
 : 0.6	4.4	0.9	107.6	1526	10.8	1	3.0	-9.2	-0.427	6.6
CC1CCC(NC(=O)C2c3ccccc3C(=O)N2Cc2ccc3c(c2)OCO3)CC1 (centres undefined)
 : 9.9	2.4	1.2	99.5	1644	-23.1	1	1.4	7.4	-0.242	1.9
O=[N+]([O-])c1ccccc1NCc1ccc(Cl)cc1
 : -18.2	6.5	0.7	90.7	1646	29.6	0.9	3.8	16.9	.	13.8
Cn1c(SCc2ccccc2Cl)nnc1-c1cnccn1
 : -30.6	-0.7	1	103.5	1554	-3.0	1	0.5	3.5	-0.572	5.1
CCOC(=O)c1c(NC(=O)c2nn(CC)cc2Br)c(C#N)nn1-c1ccccc1
 : 4.5	-7.8	0.9	100.5	1339	12.5	1	3.2	3.1	.	3.7
CC(C)(C)OC(=O)N1CCN(c2ccc(CNC(=O)c3ccc(Cl)cc3)cc2)CC1
 : 8.8	5.3	1.1	72.6	1508	-10.2	1	-1.6	41.4	.	-0.2
CN1C=CC=C/C1=C1\SC(=S)N(c2ccccc2)C1=O
 : -7.2	-3.3	0.7	97.8	1663	30.1	0.8	3.0	13.8	.	0.7
CCOCCn1c(CCCO)nc2ccccc21
 : -2.8	-2.4	0.7	101.6	1604	26.2	1.1	-4.6	0.7	0.37	0.8
C(=C\c1nc(-c2ccncc2)no1)/c1ccccc1
 : -53.9	-2.1	1	94.0	1590	-1.4	1.1	2.8	12.7	-0.391	-1.5
COc1cc(C2C(C(=O)c3ccco3)=C(O)C(=O)N2c2cc(C)on2)cc(Br)c1O (centres undefined)
 : -4.9	2.6	0.8	102.2	1476	15.7	1	5.1	1.6	.	2.4
O=C(CC1SC(=Nc2ccccc2)N(CCCO)C1=O)Nc1ccc(Cl)cc1 (centres undefined)
 : 4.6	-2.0	1	100.0	1567	-1.5	1	-1.2	6.4	.	-4.0
CC1(C)CC(=O)C/C(=N/NC(=O)c2ccc(-c3ccccc3)cc2)C1
 : 17.1	0.4	1.1	102.7	1517	-12.6	1	2.5	-1.7	-0.0502	-3.4

One compound at a time, from the list above.
Cc1cc(Br)ccc1OCCCCN1CCC(C)CC1 in the list: STAT1 inh: 3.0; PPARg SRC-1 ag: -3.5; bIAP act: 0.9; STAT3 act: 96.8; TR-FRET SRC-2 ct: 1514; bIAP inhibitor: 13.0; TNAP act hiacc: 1.1; PPARg SRC-2 ag: -8.1; STAT3 inh: 3.8; ROMK mod: -1.16; PPARg SRC-3 ag: 0.5
CCNC(=O)NC(=O)C(C)OC(=O)c1ccc(-n2nc(SC)sc2=S)cc1 (centres undefined) in the list: STAT1 inh: -14.2; PPARg SRC-1 ag: 7.7; bIAP act: 0.9; STAT3 act: 95.2; TR-FRET SRC-2 ct: 1596; bIAP inhibitor: 5.1; TNAP act hiacc: 1; PPARg SRC-2 ag: 9.7; STAT3 inh: 10.5; ROMK mod: .; PPARg SRC-3 ag: 7.2

An unsorted share of the library, and some 3.7% of all compounds hit somewhere here.
